PPC-1+TRAIL kill = compounds killing PPC-1 cancer cells with TRAIL present, primary screen, TRAIL potentiator project, ATPLite luminescence, uHTS | PPC-1 cells + TRAIL, ATPLite viability luminescence | cell killing (% activity), % at 4 µM | actives 0.41% (n = 220,000) | AID 1443, 2008;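 active = cell killing above 50% in the first pass at 4 µM, then a duplicate retest at 5 µM averaging 50% or more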;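 note: plate controls were cells with TRAIL plus DMSO for no effect and medium-only wells lacking cells for full effect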
RBBP9 inh = human RBBP9 inhibitors, primary screen, biochemical, fluorescence polarization, FP-Rh probe, HTS | recombinant RBBP9 | inhibition, % at 7.94 µM | actives 0.2% (n = 220,000) | AID 1515, 2009;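 active = inhibition above the campaign mean of all tested compounds plus 3 SD, cut at about 14% in these data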;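 note: plate controls were DMSO wells with RBBP9 for no effect and wells lacking RBBP9 protein for full effect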
Target sequence (O75884 whole entry, looked up): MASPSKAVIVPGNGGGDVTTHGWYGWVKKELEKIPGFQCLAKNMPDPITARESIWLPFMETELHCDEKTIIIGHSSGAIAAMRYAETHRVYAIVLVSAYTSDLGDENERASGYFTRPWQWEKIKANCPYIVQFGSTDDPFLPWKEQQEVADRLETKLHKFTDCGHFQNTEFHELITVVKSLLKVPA
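Material: RBBP9 protein. Amount: RBBP9 at 2.5 µM in dispensed solution, before mixing. Schedule: 30 min then 45 min, 25 °C. Medium: Tris buffer pH 8.0, NaCl, Pluronic. Measured by: fluorescence polarization. Measure: percent inhibition from mP, scaled between DMSO and no-protein wells. Replication: one well per compound.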
BaF3 parental = parental Ba/F3 cell viability inhibition, counter-screen for JAK2V617F inhibitor project, murine pro-B, CellTiter-Glo luminescence. CellTiter-Glo ATP luminescence. inhibition, % at 5.6 µM. actives 1.1% (n = 220,000);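 active = inhibition above a per-campaign cutoff, the mean inhibition of all tested compounds plus 3 SD, cut at about 27% in these data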;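 note: 0% = DMSO wells and 100% = JAK Inhibitor I control wells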
Wee1 degr inh = Wee1 degradation inhibitors, primary screen, cell-based, HeLa, Wee1K328M-luciferase, luminescence; actives 1.2% (n = 220,000); reporter increase, % at 5 µM; Wee1-like protein kinase (Homo sapiens), P30291; HeLa Luc-Wee1K328M stability; 100% = proteasome inhibitor MG132 effect; AID 1321, 2008;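 active = activation above the mean of all tested compounds plus 3 SD, set per screening run, cut at about 8.8% in these data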;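 note: cells exposed to compound for 20 h before luminescence read; 0% = DMSO alone and 100% = MG132 at 30 µM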
zfTRPN1 agonist = zebrafish TRPN1 channel agonists, primary screen, cell-based, HEK293, calcium fluorescence; activation, % at 3 µM; transient receptor potential cation channel N1 (TRPN1/NompC), Danio rerio; HEK293 zebrafish TRPN1-YFP, Fluo-8 calcium fluorescence; 100% = response to 87 µM carbachol; actives 0.18% (n = 220,000); AID 1424, 2008;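 active = activation above its plate's cutoff, the mean activation of test wells on that plate plus 3 SD, cut at about 19% in these data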;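 note: 0% = DMSO alone and 100% = 87 µM carbachol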
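Material – zebrafish TRPN1-YFP in HEK293 cells · Doses – 3 µM single point · Schedule – dye 1 h 37 °C plus 30 min RT · Signal – Fluo-8 calcium fluorescence, excitation 470-495 nm, emission 515-575 nm · Read-out – % activation versus carbachol response · Control set – carbachol high, DMSO low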
Ba/F3 V617F tox = reduced viability of JAK2V617F-dependent Ba/F3 cells, primary screen, JAK2V617F inhibitor project, cell-based, Ba/F3 EpoR-JAK2V617F, luminescence; ATP luminescence; inhibition, % at 5.6 µM; actives 1.1% (n = 220,000); AID 1446, 2008;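 active = inhibition above the campaign mean plus 3 SD over all tested compounds, cut at about 24% in these data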;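 note: cytokine-independent growth of Ba/F3 cells driven by EpoR plus mutant JAK2; 0% = DMSO-treated cells and 100% = JAK inhibitor I control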
CHOP inhibitor = inhibitors of CHOP promoter induction, primary screen, cell-based, unfolded protein response, luciferase reporter. CHO-K1 CHOP-promoter luciferase, tunicamycin-induced, 15-18 h. inhibition, % at 10 µM. actives 3.8% (n = 220,000);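 active = compounds that reduced the stress-induced luciferase reporter signal by more than about 70% of percent inhibition, limit read from the data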;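 note: 0% = tunicamycin plus vehicle and 100% = wells without tunicamycin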
TNF death inh = inhibitors of TNF-alpha triggered necroptosis, primary screen, cell-based, Jurkat FADD-/-, single concentration | activation (protection from cell death), % at 10 µM | actives 0.068% (n = 220,000) | AID 463075, 2010 | Jurkat FADD-/- TNF necroptosis rescue, ATP luminescence, 24 h; 0 = TNF only, 100 = no-TNF cells;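 active = activation, meaning protection from cell death, of at least 50% relative to plate controls; inactive = activation below 50%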;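 note: necroptosis triggered by 40 ng/mL TNF-alpha added together with compound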
TRPML3 ag = human TRPML3 channel agonists, primary screen, cell-based, HEK293 TRPML3-YFP, Fluo-8 calcium fluorescence, 3 µM; Mucolipin-3 (Homo sapiens), Q8TDD5; 100% = the carbachol control signal; activation, % at 3 µM; actives 0.29% (n = 220,000);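 active = activation above its plate's cutoff, the mean activation of the plate's test wells plus 3 SD, cut at about 12% in these data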;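 note: 0% = DMSO only wells and 100% = carbachol wells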
Target sequence (Q8TDD5 whole entry, looked up): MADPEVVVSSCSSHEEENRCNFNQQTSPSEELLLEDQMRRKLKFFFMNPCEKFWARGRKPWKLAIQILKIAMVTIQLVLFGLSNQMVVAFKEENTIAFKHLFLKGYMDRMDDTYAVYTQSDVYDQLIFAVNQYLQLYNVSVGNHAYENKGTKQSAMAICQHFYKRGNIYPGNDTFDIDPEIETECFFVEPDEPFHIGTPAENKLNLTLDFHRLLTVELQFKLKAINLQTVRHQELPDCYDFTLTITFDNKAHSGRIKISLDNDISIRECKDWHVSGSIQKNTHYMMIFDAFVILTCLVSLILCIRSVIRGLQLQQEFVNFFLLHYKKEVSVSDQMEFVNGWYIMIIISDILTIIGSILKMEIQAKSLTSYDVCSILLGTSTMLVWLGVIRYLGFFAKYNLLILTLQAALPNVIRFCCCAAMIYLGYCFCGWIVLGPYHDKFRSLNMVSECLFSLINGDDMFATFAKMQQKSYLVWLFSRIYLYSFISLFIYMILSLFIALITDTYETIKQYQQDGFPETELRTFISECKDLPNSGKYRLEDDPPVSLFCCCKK
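Material: TRPML3-YFP stable HEK293 cells | Dosing: One concentration, 3 µM nominal, 0.3% DMSO | Timing: 125 s total fluorescence read per well | Technique: Fluo-8 calcium dye fluorescence, ex 470-495, em 515-575 nm | Measure: Percent activation from peak-to-basal fluorescence ratio, scaled between DMSO and carbachol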
Numbers without * were called inactive; · = no result given.

Under each structure – PPC-1+TRAIL kill	RBBP9 inh	BaF3 parental	Wee1 degr inh	zfTRPN1 agonist	Ba/F3 V617F tox	CHOP inhibitor	TNF death inh	TRPML3 ag
(1) CCOC(=O)c1c(C=O)c(C)n(Cc2ccccc2Cl)c1C
    13	-2	4	-3	-0.6	3	26	-0.8	0.5
(2) CN(C)c1oc(-c2ccccc2Cl)nc1C#N
    1	7	0	1	0.0	2	4	-0.1	-1.1
(3) CCCC(=O)NCc1cc(-c2nn(C)c(=O)c3ccccc23)ccc1C
    10	-3	0	-2	-1.2	-3	39	-0.4	-0.3
(4) CN(C)CC(O)COc1ccc(C(C)(C)c2ccc(OCC(O)CN(C)C)cc2)cc1 (stereo not given)
    38	3	12	4	1.7	16	-33	-13	1.1
(5) O=C(CNC(=O)c1cccs1)NCC(=O)OCc1ccc(F)cc1
    ·	3	7	1	0.1	0	-3	1.8	0.3
(6) CCOC(=O)C1Cn2c(nc3c(c2=O)C2(CCCC2)Cc2ccccc2-3)S1 (stereo not given)
    -6	-3	0	-1	1.2	-1	27	0.5	-0.2
(7) CC(C)=CCC/C(C)=C/CC/C(C)=N/O
    -2	-6	3	-4	0.4	4	46	-2.7	0.2
(8) CCn1c(=O)c(-c2ccccc2)c(O)c2ccccc21
    18	-3	4	1	-1.1	3	-62	0.2	-0.8
(9) O=C(NC1CCCCCCC1)c1ccc(CNc2c(N3CCOCC3)c(=O)c2=O)cc1
    24	-3	3	-2	0.0	-3	9	-0.1	-0.3
(10) O=c1c2[nH]c3ccc(Cl)cc3c2ncn1Cc1ccccn1
    -6	1	3	-1	-0.3	-1	5	1.1	-0.6
(11) CCOC(=O)c1c(O)c2cccc3c2n(c1=O)CC3
    3	-3	2	4	-0.5	-2	-22	1.2	-0.6
(12) CC(=O)c1ccc(N2CCN(C(=O)Nc3ccc(C)cc3)CC2)cc1
    28	-5	4	-2	6.0	1	18	0.3	2.8
(13) Cc1nc2cc3ccccc3cc2c(=O)[nH]1
    -3	4	8	-1	0.4	2	39	0.3	0.4
(14) O=C(Cc1ccc(F)cc1)N1CCC(N2CCC(C(=O)N3CCOCC3)CC2)CC1
    2	0	2	-3	0.8	-5	-24	2.1	0.5
(15) CCN(CC)CCOC(=O)c1ccc(Cl)cc1
    2	-14	1	1	0.7	-2	18	0.3	1.0
(16) COc1cccc(NC(=O)Nc2cc(C)ccc2F)c1
    13	-12	4	1	-0.8	1	63	0.0	0.3
(17) COc1ccc(NS(=O)(=O)c2ccc(O)c(NC(=O)c3ccc(S(=O)(=O)N4CCCC4)cc3)c2)cc1
    0	1	1	8	0.6	-5	9	4.1	0.9
(18) N#CC1=C(N)N2C(=C(C#N)C13CCN(Cc1ccccc1)CC3)Nc1ccccc12
    -1	-6	4	0	0.9	0	-13	-0.4	0.9
(19) CCC/C=N/NC(=O)c1ccc(F)cc1
    10	-5	2	-1	0.8	-1	-5	0.3	0.9
(20) CCOc1ccc(-n2c(SCC(=O)NC3CCS(=O)(=O)C3)nnc2-c2cccnc2)cc1 (stereo not given)
    13	-7	6	-1	0.7	-1	-1	0.4	1.5
(21) COc1cc(OC)cc(C(=O)OCC(=O)Nc2sccc2C(N)=O)c1
    6	-13	2	0	2.1	3	4	1.4	0.9
(22) Cc1nc(N2CCN(c3ccccn3)CC2)c2c(C)c(C(=O)Nc3ccccc3F)sc2n1
    18	-6	7	-2	-0.5	0	33	-3.9	-0.1
(23) Cc1ccc(/C(O)=C2\C(=O)C(=O)N(CC(C)O)C2c2ccccn2)cc1 (stereo not given)
    0	-2	1	-1	-1.2	-5	-16	1.4	0.2
(24) NNC(=O)c1cc(-c2cccs2)nc2ccccc12
    12	-21	4	-3	0.5	4	17	4.6	0.5
(25) O=c1[nH]c(SCc2ccc(Cl)cc2)nc2ccccc12
    5	-8	0	1	0.6	1	19	-0.2	0.2
(26) COCCn1c(N)c(NCc2ccccc2)c(=O)n(CC(=O)Nc2cc(C)ccc2C)c1=O
    11	0	3	1	1.5	2	2	-1.3	-0.1
(27) O=c1[nH]nc(CSCc2ccccc2Cl)[nH]1
    16	1	4	0	-0.3	-1	9	0.7	0.6
(28) CCc1ccc(N2CC(C(=O)OC)CC2=O)cc1 (stereo not given)
    5	-8	3	-3	1.7	-3	-8	0.4	0.5
(29) O=C(c1ccco1)c1cn(CC(=O)N2CCCCCC2)c2ccccc12
    12	3	3	6	1.2	1	14	-0.1	1.1
(30) O=C(OCC(=O)c1c[nH]c2ccccc12)c1cccc(O)c1
    34	-8	1	-3	3.5	-1	-25	0.0	1.1
(31) CC1CCC2(CC1)NC(=O)N(CC(=O)NC(=O)NC1CCCC1)C2=O (stereo not given)
    12	-9	2	2	1.5	2	11	0.5	0.7
(32) COc1ccc(N=C2SC(C(=O)O)CC(=O)N2Cc2ccc(OC)c(OC)c2)cc1 (stereo not given)
    -8	5	4	2	-0.1	-2	15	-1.3	0.1
(33) Cc1cc(C)c(C#N)c(SCCS(=O)(=O)Cc2ccccc2)n1
    2	-4	5	-3	-0.6	0	33	-0.4	0.0
(34) CCSc1nc(O)c(C2OC(=O)c3c2ccc(OC)c3OC)c(=O)n1-c1ccccc1 (stereo not given)
    39	3	7	-2	0.7	0	28	0.2	1.2
(35) Cc1nc(-c2cccc(S(=O)(=O)N3CC(C)CC(C)C3)c2)cs1 (stereo not given)
    18	2	10	0	1.4	4	20	-2.8	-1.2
(36) CNC(=S)N1CCN(c2cccc(OC)c2)CC1
    18	0	2	-3	0.3	-2	-8	-6.2	0.5
(37) Cc1cccc(NC(=O)N(C)Cc2cccs2)c1
    6	9	0	0	-0.4	1	30	7.9	0.7
(38) COc1ccc2cc(CCN3C(=O)c4ccccc4C3=O)c(=O)[nH]c2c1
    2	-6	3	0	0.7	-2	-18	-0.2	0.1
(39) CCc1nc2c(c(=O)c3ccccc3n2C)c(=O)n1-c1ccc(F)cc1
    -5	-3	4	3	0.2	1	15	0.4	0.4
(40) COc1cc2c(cc1NC(=O)COC(=O)/C=C/c1ccc([N+](=O)[O-])cc1)oc1ccccc12
    22	7	-8	2	1.9	-2	-26	0.5	-0.2
(41) COc1ccc(-n2c(=S)[nH]c3cc(C(=O)NCCCN4CCCC4=O)ccc3c2=O)c(OC)c1
    0	6	5	2	0.3	0	-5	-0.3	1.0
(42) COc1ccc(N2CCN(C(=O)CCc3nc(-c4ccc(C)cc4)no3)CC2)cc1
    20	4	4	-1	-0.1	-3	26	-0.1	0.6
(43) CC(=O)c1cccc(NC(=O)COC(=O)COc2c(Cl)cc(Cl)c3ccc(C)nc23)c1
    13	-8	9	-3	-0.2	2	19	2.6	0.9
(44) COc1ccc(NC(=O)CSc2nc3ccccc3c(=O)n2-c2ccc3c(c2)OCO3)c(OC)c1
    8	2	2	-1	0.7	-3	30	0.5	-0.2
(45) Cc1ccc(C(=O)NNC(=S)NC(=O)c2ccco2)cc1
    7	-9	11	-1	18	3	24	-3.2	28*
(46) O=C(CSc1ccccn1)Nc1nc2ccc(Br)cc2s1
    14	-5	2	0	-1.0	0	58	6.6	0.7
(47) CCCCCc1nnc(NC(=O)C2COc3ccccc3O2)s1 (stereo not given)
    32	-2	-1	0	-1.4	-3	-13	1.7	0.1
(48) CN(C(=O)COC(=O)/C=C/c1ccc(S(=O)(=O)N2CCc3ccccc32)cc1)C1CCS(=O)(=O)C1 (stereo not given)
    9	-11	0	-2	-0.2	-2	-18	-0.4	0.6
(49) COC(=O)CSc1nnc2cc(C)c3ccccc3n12
    -1	3	-1	-1	2.1	-1	-5	1.4	0.3
(50) COc1ccc(-c2nn3c(-c4ccco4)nnc3s2)cc1OC
    7	9	5	1	1.1	-3	32	-7.4	0.0
(51) Cc1sc(C(=O)Nc2ccc3ccccc3c2)cc1CC(=O)O
    22	-16	2	2	0.3	1	-1	-0.4	1.0
(52) CC(=O)N1CCN(S(=O)(=O)c2ccc(S(=O)(=O)NCC(C)C)cc2)CC1
    21	2	4	5	0.6	5	-5	-0.2	-0.2
(53) Cn1c(=O)c2c(nc(SCC(=O)Nc3ccccc3)n2C)n(C)c1=O
    6	-7	4	-4	0.3	-2	4	0.2	0.4
(54) O=C(NC(=S)Nc1ccc(S(=O)(=O)Nc2nccs2)cc1)c1cccc(F)c1
    26	0	2	-2	0.5	-2	-13	2.0	0.7
(55) O=C(C1CCN(Cc2ccc(OCc3ccccc3)cc2)CC1)N1CCCC1
    8	-7	5	-2	1.4	1	5	0.2	1.4
(56) COc1ccc(/C=N/OCC(=O)N(Cc2ccccc2)c2ccccc2C(=O)O)cc1
    12	-2	2	-2	0.4	-2	14	1.1	0.6
(57) COc1ccc2c(C)cc(SCC(=O)N3CCOCC3)nc2c1
    10	-11	11	0	5.2	-1	0	0.3	2.0
(58) CC(=O)Nc1ccc(S(=O)(=O)NCC(=O)NCCc2ccc(S(N)(=O)=O)cc2)cc1
    17	-2	1	0	0.9	-3	13	0.9	0.4
(59) Nc1cc(-c2ccc(Cl)cc2)nn1-c1ccccc1
    19	-6	6	1	-0.9	3	-14	11	0.4
(60) CCC(=O)NC(=S)Nc1cccc(NC(=O)c2ccccc2)c1
    3	-3	6	-1	1.2	5	-7	1.1	0.3

Other records follow.
Under each structure – PPC-1+TRAIL kill	RBBP9 inh	BaF3 parental	Wee1 degr inh	zfTRPN1 agonist	Ba/F3 V617F tox	CHOP inhibitor	TNF death inh	TRPML3 ag
(61) O=c1cnnc(Nc2ccccc2)[nH]1
    31	-5	5	0	0.1	1	25	1.7	0.2
(62) CCOC(=O)c1c(NC(=O)C2CCN(S(=O)(=O)c3ccc(Cl)cc3)CC2)sc2c1CCCC2
    13	-5	7	6	1.7	0	16	0.0	0.3
(63) Cc1cccc(OC(C)C(=O)N/N=C\c2ccncc2)c1 (stereo not given)
    24	7	4	3	1.2	1	19	0.3	1.2
(64) CCCCn1c(=S)[nH]c2ncccc2c1=O
    8	-4	-3	0	-0.1	-6	19	-2.6	0.0
(65) Cc1[nH]c2ccccc2c1/C=N/NC(=S)NC(C)C
    13	-4	4	-2	0.0	4	-23	-1.0	0.1

Screening results as filed in PubChem BioAssay.
